Epigenetic derep: regulators of epigenetic silencing causing reporter derepression in mouse cells | murine LDR cells, GFP reporter derepression, 30 h | actives 0.2% (n = 280,000) | Potency, µM (top dose mostly 53.9 µM), without a hit: at the top dose GFP activation, most hits filed as activators; further: potency means the concentration at half of the fitted maximal effect; % of control where 0% means no effect; nearly all actives have a fitted effect of over 60% in size
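Readout is the number of GFP-expressing murine LDR cells, counted by cytometry following washing. Cells were treated with compound for 30 h at 37 C; the stably integrated CMV-GFP locus is normally silent.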
NPSR antagonist: neuropeptide S receptor (human) antagonism, cAMP; Q6W5P4; CHO-NPSR cells, cAMP TR-FRET, antagonist mode; Potency, µM (highest dose often 38.3 µM), for the others: at the top dose activity change, negative = inhibition, most hits filed as inhibitors; actives 1% (n = 220,000); AID 1461; further: potency means the concentration at half of the fitted maximal effect; on the % scale 0 is the no-effect control and ±100 the full control effect; nearly all actives have a fitted effect of over 50% in size; many of its hits are not listed in these tables
Target sequence (Q6W5P4 whole entry, looked up): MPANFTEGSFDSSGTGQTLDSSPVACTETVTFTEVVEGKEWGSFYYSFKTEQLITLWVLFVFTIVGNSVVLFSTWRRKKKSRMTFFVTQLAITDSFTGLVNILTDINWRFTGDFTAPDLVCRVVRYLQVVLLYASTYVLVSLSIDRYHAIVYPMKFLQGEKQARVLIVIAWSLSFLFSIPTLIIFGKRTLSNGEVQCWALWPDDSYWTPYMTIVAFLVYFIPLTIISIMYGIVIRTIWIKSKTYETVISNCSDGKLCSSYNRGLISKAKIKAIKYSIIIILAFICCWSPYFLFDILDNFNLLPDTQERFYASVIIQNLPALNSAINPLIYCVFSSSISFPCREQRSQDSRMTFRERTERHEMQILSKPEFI
CBFb-RUNX1 inh: blocks binding between human CBF-beta and RUNX1. Q01196+Q13951. AlphaScreen CBFb-His/RUNX1-biotin binding, biochemical. Potency, µM (doses to about 59.8 µM), for inactives: at the highest dose activity, negative = inhibition, usual class: inhibitors. 230,000 tested, under 10 active. AID 1477; further: % of control where 0% means no effect
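AlphaScreen proximity signal reports loss of binding between His-tagged CBF-beta and biotin-labelled RUNX1, each at 30 nM. Proteins are pre-associated for 20 minutes, compounds added for 15 minutes, then beads for 90 minutes, all at ambient temperature.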
IMPase Li cell: IMPase inhibition in cells with lithium potentiation. CHO-M1 cells, IP1 TR-FRET (IP-One), carbachol + lithium. Potency, µM (top dose mostly 59.4 µM), without a hit: at the top dose activity, negative = IMPase inhibition, actives largely listed as inhibitors. actives 0.35% (n = 210,000). AID 1457;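 further: IP1 builds up when IMPase is blocked and the TR-FRET signal falls; potency means the concentration at half of the fitted maximal effect; plate controls were basal vehicle for no effect and high inhibitor control for full effect; nearly all actives have a fitted effect of over 50% in size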
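Concentration–response in CHO-M1 cells, lithium-potentiated; 30 min at 37C. IP1 detected by competitive TR-FRET after 10 min lysis at RT. Hill-fitted AC50.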
L3MBTL1 block: L3MBTL1 (human) inhibition. AlphaScreen L3MBTL1–H3K9me1 peptide binding. Potency, µM (titrated, usually from 57.1 µM), for the others: at the top dose activity, negative = inhibition, most hits filed as inhibitors. actives 0.66% (n = 230,000); further: potency means the concentration at half of the fitted maximal effect; on the % scale 0 is the no-effect control and ±100 the full control effect; nearly all actives have a fitted effect of over 60% in size
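Displacement of a biotinylated histone H3(1-15) peptide monomethylated at Lys9 (75 nM) from L3MBTL1 (50 nM) was measured by AlphaScreen after a 30 min room-temperature compound incubation; cefsulodin titration served as intraplate control.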
KinaseGlo FLuc: Kinase-Glo luciferase inhibition (counter-screen); Potency, µM (titrated, usually from 38.3 µM), for the others: at the top dose activity change, negative = inhibition, most hits filed as inhibitors; Kinase-Glo luciferase, ATP luminescence, 8 min; actives 0.28% (n = 200,000); Q27757; further: potency means the concentration at half of the fitted maximal effect; on the % scale 0 is the no-effect control and ±100 the full control effect; nearly all actives have a fitted effect of over 60% in size
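Compounds were added to a substrate mix at pH 7.2 (50 mM imidazole, 10 uM ATP, within the enzyme's linear range), followed by Kinase-Glo detection reagent; luminescence was measured after 8 minutes at ambient temperature.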
HTT aggregate: inhibitors of mutant huntingtin aggregate formation in PC12 cells; PC12 HttQ103-GFP aggregates, Acumen cytometry, 40 h; actives 1.1% (n = 220,000); Potency, µM (series often up to 46.1 µM), without a hit: at the top dose activity change, negative = inhibition, actives largely listed as inhibitors; further: potency means the concentration at half of the fitted maximal effect; on the % scale 0 is the no-effect control and ±100 the full control effect; nearly all actives have a fitted effect of over 60% in size
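PC12 cells with ecdysone-inducible HTT exon1 Q103-GFP, induced by 100 nM tebufenozide, given compounds in a concentration series. GFP aggregates (1–25 um, 6 SD above background) counted in lysates by laser-scanning cytometry, 488 nm excitation.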
The depositor's hits bear a star; ? = inconclusive; · = not tested or not shown; [ ] = another dose, or the depositor's remark. The call rests on the fitted dose curve; in most records, active means well fitted curve in the direction sought with a large enough effect; inconclusive means small, poorly fitted or top-dose-only effect, or another doubt; inactive means no such curve, though single readings can be large; an effect the other way counts as inactive or inconclusive. A portion of the library; rates above refer to the full screens.

Values run as follows: IMPase Li cell, L3MBTL1 block, CBFb-RUNX1 inh, Epigenetic derep, NPSR antagonist, KinaseGlo FLuc, HTT aggregate
1	COc1cc(C2Sc3ccccc3NC3=C2C(=O)OC3)cc(OC)c1OC (configuration not stated)
    -4.7%, 5.9%, 7.8%, 3.0%, -14.5%[46.1 µM], 5.1%, 26.1%
2	CCC(c1nnnn1Cc1ccccc1)N1CCN(C(=O)c2ccco2)CC1 (configuration not stated)
    -21.5%[38.3 µM], -12.0%, 2.7%, 9.3%, -7.2%[7.67 µM], -2.9%, -7.2%
3	C(=C\c1nc(N2CCCC2)c2ccccc2n1)/c1ccccc1
    -14.3%, -10.8%, -1.0%, 0.0%, 8.9%, -3.4%, ?
4	CC(=O)Nc1ccc(S(=O)(=O)NC(C)C(=O)NC(C)c2ccccc2)cc1 (configuration not stated)
    1.4%, 2.0%, -3.3%, -2.6%, 15.9%, 4.7%, -1.1%
5	C=CCNC(=O)COC(=O)c1ccccc1C(=O)N(C)C1CCCCC1
    -4.4%, 4.0%, 1.5%, -1.0%, 0.2%, -0.4%, 10.7%
6	CCC(CC)C(=O)Nc1cccc(C(=O)NC(C)(C)C)c1
    -2.4%, 7.0%, 2.0%, 8.7%, 11.6%, 1.1%, 10.0%
7	COc1ccc(N(CN2C(=O)C3CCCCC3C2=O)C(=O)c2ccco2)cc1 (configuration not stated)
    ·, 3.1%, 6.8%, -1.4%, 5.4%[7.67 µM], ·, 13.2%[9.22 µM]
8	O=C(NCc1ccccn1)c1ccc(Cn2cc(Br)cn2)o1
    -1.1%[38.3 µM], 3.5%, 21.8%, -1.3%, 0.6%[46.1 µM], 3.4%, 9.7%
9	Cc1nn(Cc2ccc(Cl)cc2)c(C)c1NC(=O)c1noc2c1CCCCC2
    26.6%[38.3 µM], -5.9%, 3.1%, -1.1%, -16.0%[46.1 µM], 1.5%, ?
10	CCOC(=O)c1cccc(NC(=O)CCn2cccc2)c1
    -13.8%[38.3 µM], -6.4%, -8.2%, -1.8%, ?, -0.9%, 9.5%
11	O=C(CN1C(=O)NC2(CCCCCCC2)C1=O)N1CCOCC1
    ·, 7.3%, 5.0%, -4.1%, 8.4%[46.1 µM], ·, 4.5%
12	CN(Cc1ccccc1)C(=O)c1[nH]cnc1C(=O)N[C@@H](Cc1ccccc1)C(=O)OCc1ccccc1
    8.2%, -16.9%, 16.2%, 0.0%, 44.0%, ·, -1.2%[9.22 µM]
13	O=C(c1cccc(Cl)c1Cl)N1CCN(c2ccccn2)CC1
    4.0%, 7.8%, 7.3%, -6.1%, -9.8%[46.1 µM], 1.3%, 4.9%
14	COc1cc2c(cc1OC)CN(C(=O)c1cc(=O)c3ccccc3o1)CC2
    18.2%[38.3 µM], ·, -3.9%, -0.2%, -11.0%[46.1 µM], 8.5%, -0.9%
15	CCC1CCCCN1C(=S)NC(=O)c1cc(S(=O)(=O)N2CCOCC2)ccc1C (configuration not stated)
    ·, -5.9%, -2.6%, -1.0%, -0.6%, ·, 13.9%[9.22 µM]
16	COC(=O)C1=C(C)Nc2ncnn2C1c1cccnc1 (configuration not stated)
    -11.5%[38.3 µM], -5.0%, 0.2%, -2.2%, -3.7%[46.1 µM], 0.8%, -8.0%
17	COCCn1c(-c2ccc(Cl)cc2Cl)nc2c(c(=O)c3ccccc3n2C)c1=O
    ?, 11.2%, -17.6%, 1.0%, -15.5%, -4.8%, 1.3%
18	CCCCCOc1ccccc1C(=O)NCCC(=O)O
    8.5%[38.3 µM], 8.4%, -3.0%, -1.9%, ?, 0.9%, -0.6%
19	O=C(Oc1ccccc1)c1cccc2cccc(C(=O)Oc3ccccc3)c12
    ·, 25.1%, ?, 0.9%, 24.8%, ·, 7.2%[9.22 µM]
20	O=[N+]([O-])c1cnccc1Nc1cccc(F)c1
    4.4%, -1.8%, -2.9%, 2.4%, 15.7%[46.1 µM], 0.2%, -30.2%
21	CN(C)S(=O)(=O)c1ccccc1N=C=S
    ·, 3.0%, 12.5%, 0.0%, -13.7%, ·, -15.7%[9.22 µM]
22	NCCCC[C@H]1CNC(=S)N1CCCCC1CCCCC1
    -3.4%, 2.3%, -2.8%, -0.8%, -8.1%, ·, -8.6%[9.22 µM]
23	O=C(NCCc1ccccc1)C1CCCN(C(=O)NC2CCCCC2)C1 (configuration not stated)
    -8.0%[38.3 µM], -1.0%, -0.3%, -0.5%, -4.0%[46.1 µM], -0.2%, 3.3%
24	CC(=O)Nc1ccccc1C(=O)C(=O)Nc1ccc(C)c(F)c1
    -6.6%, -8.8%, 3.0%, 1.5%, 24.5%, -3.2%, -13.7%
25	O=C(Nc1ccc(Cl)cn1)C1C(c2ccccc2)C1(Cl)Cl (configuration not stated)
    7.3%, 21.0%, 20.8%, 1.2%, ?, 0.8%, -31.3%[9.22 µM]
26	COc1ccc(OC)c(S(=O)(=O)NCc2cn3cccc(C)c3n2)c1
    6.0%, 9.7%, 1.9%, -1.0%, 7.8%, 2.4%, 17.9%
27	CC(=O)Nc1ccc(S(=O)(=O)N2CCCN(S(=O)(=O)c3ccc(C)cc3)CC2)cc1
    ·, -3.7%, 0.9%, -0.6%, -14.4%[46.1 µM], ·, 2.7%
28	COCCNC(=O)CN1CCN(Cc2cccc(Cl)c2)C1=O
    18.7%[38.3 µM], 4.2%, 6.3%, -0.8%, -16.7%[46.1 µM], 3.0%, -22.9%
29	C/C=C/COC(=O)c1[nH]c2c(c1C)C(=O)CC(c1ccco1)C2 (configuration not stated)
    13.2%, ?, -14.1%, 0.0%, -4.7%, 0.0%, 9.9%
30	COc1ccc(CC(=O)n2nc(-c3ccccc3)nc2NCc2ccco2)cc1
    36.9%[activator][38.3 µM], 7.7%, -2.3%, 0.0%, -18.9%[46.1 µM], -2.5%, -10.5%
31	CC(=O)OCc1cc(=O)n(C)c(=O)n1C
    35.1%[38.3 µM], ·, 1.8%, 1.2%, -7.3%[46.1 µM], 0.4%, -6.7%
32	O=C1c2cc(N3CCCC3)c([N+](=O)[O-])cc2C(=O)N1c1ccccc1
    1.2%, -11.4%, -10.0%, -0.8%, 4.4%, -0.9%, -21.6%
33	COc1ccc(NC(=O)C2CC(=O)OC23CCOC(C)(C)C3)cc1 (configuration not stated)
    27.0%[38.3 µM], ·, 4.4%, -4.0%, -7.6%[46.1 µM], -1.9%, 13.4%
34	Nc1ccc(Nc2nc(-c3cccs3)cs2)cc1
    27.1%, 3.5%, 9.2%, 0.0%, -5.0%, -1.5%, 26.3%[9.22 µM]

Seven of these compounds in a different format:
6. CCC(CC)C(=O)Nc1cccc(C(=O)NC(C)(C)C)c1
7. COc1ccc(N(CN2C(=O)C3CCCCC3C2=O)C(=O)c2ccco2)cc1 (configuration not stated)
8. O=C(NCc1ccccn1)c1ccc(Cn2cc(Br)cn2)o1
9. Cc1nn(Cc2ccc(Cl)cc2)c(C)c1NC(=O)c1noc2c1CCCCC2
10. CCOC(=O)c1cccc(NC(=O)CCn2cccc2)c1
11. O=C(CN1C(=O)NC2(CCCCCCC2)C1=O)N1CCOCC1
12. CN(Cc1ccccc1)C(=O)c1[nH]cnc1C(=O)N[C@@H](Cc1ccccc1)C(=O)OCc1ccccc1

entry no.	6	7	8	9	10	11	12
IMPase Li cell	-2.4%	·	-1.1%[38.3 µM]	26.6%[38.3 µM]	-13.8%[38.3 µM]	·	8.2%
L3MBTL1 block	7.0%	3.1%	3.5%	-5.9%	-6.4%	7.3%	-16.9%
CBFb-RUNX1 inh	2.0%	6.8%	21.8%	3.1%	-8.2%	5.0%	16.2%
Epigenetic derep	8.7%	-1.4%	-1.3%	-1.1%	-1.8%	-4.1%	0.0%
NPSR antagonist	11.6%	5.4%[7.67 µM]	0.6%[46.1 µM]	-16.0%[46.1 µM]	?	8.4%[46.1 µM]	44.0%
KinaseGlo FLuc	1.1%	·	3.4%	1.5%	-0.9%	·	·
HTT aggregate	10.0%	13.2%[9.22 µM]	9.7%	?	9.5%	4.5%	-1.2%[9.22 µM]

One compound at a time, from the list above.
CC(=O)OCc1cc(=O)n(C)c(=O)n1C as listed: IMPase Li cell = 35.1%[38.3 µM]; L3MBTL1 block = ·; CBFb-RUNX1 inh = 1.8%; Epigenetic derep = 1.2%; NPSR antagonist = -7.3%[46.1 µM]; KinaseGlo FLuc = 0.4%; HTT aggregate = -6.7%
Nc1ccc(Nc2nc(-c3cccs3)cs2)cc1 as listed: IMPase Li cell = 27.1%; L3MBTL1 block = 3.5%; CBFb-RUNX1 inh = 9.2%; Epigenetic derep = 0.0%; NPSR antagonist = -5.0%; KinaseGlo FLuc = -1.5%; HTT aggregate = 26.3%[9.22 µM]
